Source: PubChem
DT40 TDP1 no CPT: qHTS for Inhibitors of human tyrosyl-DNA phosphodiesterase 1 (TDP1): qHTS in cells in absence of CPT | DT40 Tdp1-/- hTDP1 cells, no CPT, ATP luminescence, 48 h | Potency, µM (titrated, usually from 46.2 µM), inactives show at the highest dose activity change, negative = growth inhibition, hits mostly inhibitors | 420,000 tested, 15% active; also: nearly all actives have a fitted effect of over 55% in size
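Luminescent ATP content (CellTiter-Glo) served as the growth readout. Knockout chicken DT40 cells expressing human TDP1 were exposed to compounds without camptothecin for a minimum 48 hr at 37 °C.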
N370S GC mod: qHTS Assay for Inhibitors and Activators of N370S glucocerebrosidase as a Potential Chaperone Treatment of Gaucher Disease. AID 2101, 2009. Potency, µM (top dose mostly 59.4 µM), without a hit: at the top dose activity change, negative = inhibition, hits mostly inhibitors. 330,000 tested, 0.092% active. N370S GC spleen homogenate, 4MU-glucoside fluorescence. Lysosomal acid glucosylceramidase (Homo sapiens), P04062;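 also: 0% = full enzyme activity and -100% = no enzyme basal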
TDP1 inh: qHTS Assay for Inhibitors of Tyrosyl-DNA Phosphodiesterase (TDP1). AID 485290, 2010. Tyrosyl-DNA phosphodiesterase 1 (Homo sapiens), Q9NUW8. Potency, µM (doses to about 130 µM), without a hit: top-dose activity change, negative = inhibition, most hits filed as inhibitors. 350,000 tested, 0.28% active. recombinant TDP1, AlphaScreen DNA substrate cleavage; also: nearly all actives have a fitted effect of over 40% in size
Target sequence (Q9NUW8 whole entry, looked up): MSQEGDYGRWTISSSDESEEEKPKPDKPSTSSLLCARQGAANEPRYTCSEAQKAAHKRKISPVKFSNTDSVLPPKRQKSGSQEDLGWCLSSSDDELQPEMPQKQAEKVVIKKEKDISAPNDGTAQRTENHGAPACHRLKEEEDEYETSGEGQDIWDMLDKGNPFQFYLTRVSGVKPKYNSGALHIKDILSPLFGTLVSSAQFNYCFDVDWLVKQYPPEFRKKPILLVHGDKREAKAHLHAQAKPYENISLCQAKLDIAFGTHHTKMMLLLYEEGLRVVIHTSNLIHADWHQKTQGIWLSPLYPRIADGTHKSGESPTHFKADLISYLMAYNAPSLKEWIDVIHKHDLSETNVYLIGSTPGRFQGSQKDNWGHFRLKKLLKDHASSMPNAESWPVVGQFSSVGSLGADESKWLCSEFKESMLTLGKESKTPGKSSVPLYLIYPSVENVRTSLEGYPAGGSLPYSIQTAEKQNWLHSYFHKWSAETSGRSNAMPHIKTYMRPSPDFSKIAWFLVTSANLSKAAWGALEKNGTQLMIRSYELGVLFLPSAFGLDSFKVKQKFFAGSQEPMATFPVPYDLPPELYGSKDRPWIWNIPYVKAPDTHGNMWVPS
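Tdp1 1 nM final; 15 min RT w/ cpd; substrate 15 nM, 5 min; beads 10 ug/ml, 10 min; AlphaScreen read. Neg ctrl: no enzyme.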
An asterisk follows results filed as active; ? = inconclusive; / = not tested or not shown; [ ] = another dose, or the depositor's remark. Calls follow the shape of the dose curve; as a rule, active = well fitted curve in the direction sought with a large enough effect; inconclusive = small, poorly fitted or top-dose-only effect, or another doubt; inactive = no such curve, though single readings can be large; an effect the other way counts as inactive or inconclusive. Unless noted, % is scaled to controls: 0 for no effect and ±100 for the full control effect; potency is read from the fitted curve at half-maximal effect. An excerpt, so the mix of outcomes need not match the whole.

1	COC(=O)NC(c1ccc2ccccc2c1)C(C(C)=O)C(=O)OC (stereo not given)
2	CCS(=O)c1ccccc1C(=O)OCC(=O)Nc1cccc(S(=O)(=O)N2CCCCC2)c1 (stereo not given)
3	Cc1ccc(Nc2nc3ccccc3c3nncn23)c(Cl)c1
4	COc1cccc(C(=O)CN2CCN(S(=O)(=O)c3ccc(Cl)cc3)CC2)c1
5	Cc1cc(N/N=C/c2ccccc2)nc(N)n1

screen / no. | 1 | 2 | 3 | 4 | 5
DT40 TDP1 no CPT | / | 5.8µM* | -25% | ? | 22%
N370S GC mod | -2%[12.8 µM] | / | / | / | 11%
TDP1 inh | 3%[21 µM] | 4% | -2%[12.3 µM] | 9% | /

6	O=C(CNC(=S)N(Cc1ccccc1)Cc1ccccc1F)NCCc1ccccc1
7	CCOC(=O)c1c(C)[nH]c(-c2csc(C)n2)c1C
8	CN1CCc2c(sc3nc(NN)n(Cc4ccccc4)c(=O)c23)C1
9	CC(CNC(=O)c1ccc2c(c1)nc1n2CCCCC1)c1ccccc1 (stereo not given)
10	CCc1ccc2c(c1)C(c1ccc(N3CCOCC3)cc1)=NNC(c1ccncc1)=N2

screen / no. | 6 | 7 | 8 | 9 | 10
DT40 TDP1 no CPT | ? | 13µM* | -25% | ? | -2%
N370S GC mod | 5% | 5% | -13% | / | -13%
TDP1 inh | 0% | 8% | 11% | 11% | 4%

11	O=C(Cc1ccccc1)Nc1nnc(-c2ccco2)s1
12	COc1ccc(NC(=S)NCC2CCN(c3ccc(OC)cc3)C2)cc1 (stereo not given)
13	COc1ccc(S(=O)(=O)N2CCOCC2)cc1NC(=O)c1ccccc1-c1ccc(C(F)(F)F)cc1
14	COc1cc(NC(=O)Cn2nc(C(F)(F)F)c(Br)c2C)cc([N+](=O)[O-])c1
15	CCOC(=O)c1cnc2c(OC)cccc2c1N1CCN(c2ccccc2OC)CC1

screen / no. | 11 | 12 | 13 | 14 | 15
DT40 TDP1 no CPT | -46% | ? | ? | 21µM* | 13µM*
N370S GC mod | -4% | 4% | 4% | 3% | ?
TDP1 inh | / | -4% | 3% | 5% | 11%

16	CCOC(=O)N1CCC(NC(=O)c2cc(S(=O)(=O)NCCc3ccccc3)ccc2F)CC1
17	Cc1cc(Cl)c(S(=O)(=O)Nc2cccc(O)c2)cc1OCC(N)=O
18	CCCN(Cc1nnc(-c2ccccc2Cl)o1)C(=O)c1cc2ccccc2o1
19	Nc1ncnc2c1nc(Sc1ccc(Cl)cc1)n2[C@H]1O[C@@H]2COP(=O)(O)O[C@H]2[C@@H]1O
20	O=C(Nc1ccc([N+](=O)[O-])cc1Br)c1cc2ccccc2nc1Cl

screen / no. | 16 | 17 | 18 | 19 | 20
DT40 TDP1 no CPT | ? | ? | ? | / | -17%
N370S GC mod | 3% | 3% | 7% | 0% | -3%
TDP1 inh | 3% | 3% | -2% | 9%[56.1 µM] | /

21	CCOc1ccc(C(=O)c2cnc3ccc(Cl)cc3c2S(=O)(=O)c2ccc(C)cc2)cc1
22	COc1ccc(-c2nc3ccccc3o2)cc1NC(=O)c1ccc(-c2ccc(C)c(Cl)c2)o1
23	CC1(C)Cc2c(C#N)c(SCc3ccccc3)nc(N3CCOCC3)c2CO1
24	COc1ccccc1CN1CC(C(=O)NCCN2CCNC2=O)CCC1=O (stereo not given)
25	O=C(O)c1cccc(S(=O)(=O)N2CCc3ccccc3C2)c1

screen / no. | 21 | 22 | 23 | 24 | 25
DT40 TDP1 no CPT | 5.2µM* | -15% | ? | -3% | -3%
N370S GC mod | / | / | 19% | 1% | 0%
TDP1 inh | 2% | -5%[12.3 µM] | -5% | 1% | 3%

26	CCOC(=O)c1c(N)sc(C(=O)OCCOC)c1C
27	CC(C)N(C)Cc1nnnn1CC(=O)N(C)Cc1cccc(Cl)c1
28	CC(=O)c1cccc(NC(=O)N2C3CCC2CC(O)(c2cccnc2)C3)c1 (stereo not given)
29	CCC(NC(=O)c1ccccc1NC(=O)c1ccccc1)C(=O)O (stereo not given)
30	CC(C)(C)c1cc(NS(=O)(=O)c2ccc3c(c2)OCCO3)on1

screen / no. | 26 | 27 | 28 | 29 | 30
DT40 TDP1 no CPT | ? | 16% | -7% | -1% | 4%
N370S GC mod | -2% | 2% | -1% | -25% | 21%
TDP1 inh | 3% | 2% | 3% | 3% | 2%

31	CCn1ccc(C(=O)NC2=C(C#N)CCC2)n1
32	NC(=O)c1ccc(NC(=O)COC(=O)CCCOc2ccccc2)cc1
33	O=C(OCc1cc(=O)n2c(n1)sc1ccccc12)c1cccc(O)c1
34	COc1ccccc1NC(=O)Cn1c(=O)oc2ccccc21
35	CCCSc1cc(N)cc([N+](=O)[O-])c1

screen / no. | 31 | 32 | 33 | 34 | 35
DT40 TDP1 no CPT | 11% | 3% | -5% | 2.9µM* | -5%
N370S GC mod | 8% | -6% | 0% | 0% | -5%
TDP1 inh | -6% | -12% | ? | 0% | 3%

36	Cc1ccc(N=Nc2ccc(N)cc2C)c(S(N)(=O)=O)c1
37	Cc1ccc(-c2csc(NC(=O)C3=COCCO3)n2)cc1
38	CC(=NCCc1ccccc1)C1=C(O)CCC1=O
39	CCOC(=O)c1c(NC(=O)C2CCCO2)sc(C(N)=O)c1C (stereo not given)
40	COc1cc(NC(=O)CN2C(=O)NC(c3ccccc3)(c3ccccc3)C2=O)c(C)cc1[N+](=O)[O-]

screen / no. | 36 | 37 | 38 | 39 | 40
DT40 TDP1 no CPT | -24% | ? | -3% | -28% | ?
N370S GC mod | -8% | -3% | 9% | 3% | 3%
TDP1 inh | 9% | -1% | 4% | -3% | 3%

41	COc1ccc(NS(=O)(=O)c2ccc(C)c(NC(=O)NC3CCCCC3)c2)cc1
42	CC(C)CCc1c(O)nc(SCC(=O)N2CCCCCC2)[nH]c1=O
43	CC(=O)Nc1cccc(C(=O)NC2CCCc3c2cnn3-c2cc(C)cc(C)c2)c1 (stereo not given)
44	CN(c1ccc(F)cc1)S(=O)(=O)c1ccc(Cl)c(C(=O)Nc2ccc3c(c2)CCC3)c1
45	COc1cc(/C=C2\SC(=S)N(c3cccnc3)C2=O)ccc1O

screen / no. | 41 | 42 | 43 | 44 | 45
DT40 TDP1 no CPT | ? | / | 3% | 3.7µM* | -22%
N370S GC mod | 4% | -4% | -11% | -1% | -2%
TDP1 inh | -3% | 3% | 4%[56.1 µM] | -4% | /

46	Cc1nc(SCC(=O)Nc2c(C)n(C)n(-c3ccccc3)c2=O)n[nH]1
47	COc1cc2c(cc1OC)CN(c1nc(CN3CCCCC3)nc3sc4c(c13)CCCC4)CC2
48	O=C(Nc1cnc2ccccc2c1)N1CCCCC1
49	COc1ccc(-c2csc(NC(=O)CSc3nnnn3C)n2)cc1OC
50	CCOc1ccc(-c2cc(CCCC(=O)NCCc3ccc(OC)c(OC)c3OC)no2)cc1

screen / no. | 46 | 47 | 48 | 49 | 50
DT40 TDP1 no CPT | -5% | ? | ? | -22% | -29%
N370S GC mod | -3% | 4% | -9% | -6% | -2%
TDP1 inh | 2% | 1% | 3% | / | 0%

51	CCCCNC(=O)C1CCN(Cc2ccc(OCc3ccccc3)cc2)CC1
52	CC(=O)OC1c2ccccc2C(=O)N1Cc1ccccc1 (stereo not given)
53	COc1cc(/C=C(\C#N)c2nc3ccccc3[nH]2)cc(Cl)c1OCc1ccccc1Cl
54	O=c1[nH]cc(C(F)(F)F)cc1NS(=O)(=O)c1ccc([N+](=O)[O-])cc1
55	CCNS(=O)(=O)c1ccc(Br)c(C(=O)OC(C)C(=O)NCC2CCCCC2)c1 (stereo not given)

screen / no. | 51 | 52 | 53 | 54 | 55
DT40 TDP1 no CPT | ? | 0% | 18µM* | -12% | ?
N370S GC mod | 0% | -15% | / | -1% | /
TDP1 inh | -3% | 5% | 1% | -2% | 0%

56	CC(=O)C1=C(O)C(=O)N(Cc2ccco2)C1c1ccc(F)cc1 (stereo not given)
57	O=C(NCCN=C1NS(=O)(=O)c2ccccc21)c1ccco1
58	COc1ccc(C(=O)Nc2ccc(-c3nc4ccccc4s3)cc2C)cc1Cl
59	c1ccc2c(c1)Sc1ccccc1N2CCN1CCCC1
60	Cn1c(=O)c2ncn(CC(=O)Nc3ccc4c5c(cccc35)CC4)c2n(C)c1=O

screen / no. | 56 | 57 | 58 | 59 | 60
DT40 TDP1 no CPT | -9% | -2% | -29% | ? | ?
N370S GC mod | 1% | -1% | / | / | 2%
TDP1 inh | ? | 2% | 7% | 12% | 3%

61	Cc1c(C(=O)OC/C(O)=C(\C#N)c2nc3ccccc3[nH]2)oc2ccccc12
62	CCOC(=O)c1c(NC(=O)COc2ccccc2F)sc2c1CC(C)(C)NC2(C)C
63	CCCCn1c(N)c(N(Cc2ccccc2OC)C(=O)c2sccc2C)c(=O)[nH]c1=O
64	CS(=O)(=O)c1ccc(Cl)c(NC(=O)C2CCCN(C(=O)c3ccc(Cl)cc3)C2)c1 (stereo not given)
65	COc1ccc(CNC(=O)C(Cc2ccccc2)NS(=O)(=O)c2ccc3c(c2)CCN3C(C)=O)cc1 (stereo not given)

screen / no. | 61 | 62 | 63 | 64 | 65
DT40 TDP1 no CPT | -20% | 13µM* | -9% | -26% | -13%
N370S GC mod | 8% | 3% | -1% | 1% | /
TDP1 inh | / | / | / | 4% | 0%

66	Cc1ccc(OCCCCn2c(CCNC(=O)C3CCCCC3)nc3ccccc32)cc1
67	O=C(c1ccccc1)N1CCN(C(=O)C2CC2)CC1
68	CSc1nc(N)c2ncn([C@@H]3O[C@H](COP(=O)(O)OP(=O)(O)O)[C@H](O)[C@H]3O)c2n1
69	Cc1nc(-c2cccc(S(=O)(=O)N3CCC(C(=O)NCc4ccccc4Cl)CC3)c2)no1
70	O=C(O)CCCN1C(=O)/C(=C\c2ccc(-c3nc4ccccc4s3)o2)SC1=S

screen / no. | 66 | 67 | 68 | 69 | 70
DT40 TDP1 no CPT | 16µM* | 2% | / | -88% | ?
N370S GC mod | / | 6% | -2% | / | 3%
TDP1 inh | 1% | 9% | 9%[56.1 µM] | 6% | ?

71	COc1ccc(C(=O)Nc2nc3c(s2)CCCC3)cc1Cl
72	COCC1CCCN(C(=O)c2ccc3oc(C(C)C)nc3c2)C1 (stereo not given)
73	CN(C)c1ccnc(Oc2ccc(F)cc2)c1C#N
74	Cc1ccc(C)c(N2N=C(C(=O)N(CC(C)C)c3c(N)n(Cc4ccccc4)c(=O)[nH]c3=O)CCC2=O)c1
75	Fc1ccccc1NC(=S)N/N=C/c1ccccc1Br

screen / no. | 71 | 72 | 73 | 74 | 75
DT40 TDP1 no CPT | 15µM* | 6% | ? | 2% | ?
N370S GC mod | / | -2% | 5% | 1% | 12%
TDP1 inh | -4% | 2%[56.1 µM] | 2% | 0% | 8%
